From PubChem
STK33 inh – blocks human STK33 kinase activity | AID 2661 | purified STK33, MBP phosphorylation, ADP-Glo luminescence | inhibition, % at 10 µM | Q9BYT3 | actives 0.073% (n = 320,000);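 active = inhibition at or above 25%, using the most active replicate where run in duplicate; inactive = inhibition below 25%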
Target sequence (Q9BYT3 whole entry, looked up): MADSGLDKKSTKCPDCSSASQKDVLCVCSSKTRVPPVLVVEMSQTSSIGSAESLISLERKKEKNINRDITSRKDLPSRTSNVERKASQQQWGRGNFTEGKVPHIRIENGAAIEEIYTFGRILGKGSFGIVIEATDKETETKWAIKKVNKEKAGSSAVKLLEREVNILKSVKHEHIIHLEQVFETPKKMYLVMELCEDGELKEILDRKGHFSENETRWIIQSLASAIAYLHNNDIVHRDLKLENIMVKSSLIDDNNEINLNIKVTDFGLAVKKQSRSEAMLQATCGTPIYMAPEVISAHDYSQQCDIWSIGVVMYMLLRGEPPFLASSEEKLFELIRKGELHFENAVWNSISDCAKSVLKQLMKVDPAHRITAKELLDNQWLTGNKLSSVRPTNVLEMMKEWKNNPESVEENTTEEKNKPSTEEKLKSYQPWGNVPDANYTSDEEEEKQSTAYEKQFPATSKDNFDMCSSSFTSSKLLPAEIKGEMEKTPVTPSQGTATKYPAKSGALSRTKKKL
Kir21 inh – blocks the mouse Kir2.1 inward-rectifier potassium channel. actives 0.85% (n = 310,000). B-score at 10 µM. P35561. HEK293-Kir2.1, FluxOR thallium flux fluorescence; active compounds read low. AID 1672;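 active = fluorescence ratio B-score at or below minus 3 SD of library scores, with starting-brightness B-score within 2 SD, cut at about -4.2 in these data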;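 note: channel flux triggered by added potassium and thallium sulfate stimulus; B-score of peak minus minimum fluorescence over baseline after thallium stimulus; more negative B-score means stronger Kir2.1 block with less thallium influx; some compounds called inactive have numbers as strong as hits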
Target sequence (P35561 whole entry, looked up): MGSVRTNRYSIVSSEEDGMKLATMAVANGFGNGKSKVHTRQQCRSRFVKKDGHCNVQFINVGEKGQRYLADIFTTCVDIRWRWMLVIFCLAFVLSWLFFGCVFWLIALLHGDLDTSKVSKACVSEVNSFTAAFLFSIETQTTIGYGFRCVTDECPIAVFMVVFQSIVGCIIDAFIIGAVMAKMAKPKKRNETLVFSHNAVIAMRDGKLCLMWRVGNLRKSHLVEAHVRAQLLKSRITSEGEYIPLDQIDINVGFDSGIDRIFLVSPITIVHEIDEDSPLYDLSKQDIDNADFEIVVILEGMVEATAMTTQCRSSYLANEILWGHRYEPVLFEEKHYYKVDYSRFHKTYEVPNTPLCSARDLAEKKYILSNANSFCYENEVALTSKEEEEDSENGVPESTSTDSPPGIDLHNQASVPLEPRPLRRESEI
* hit, by the source's call; nt = not tested or not shown.

Kir21 inh | STK33 inh | SMILES
0.06 | -2.4 | COc1ccccc1NC(=O)c1ccc(S(=O)(=O)NCc2ccco2)cc1
1.12 | -1.7 | CC(C)C(NC(=O)C1CCCCC1)C(=O)Nc1ccc2c(c1)OCCO2 (stereo not given)
-0.31 | -0.2 | O=S(=O)(NCC1CC1)c1cccc(S(=O)(=O)N2CCCC2)c1
0.32 | -0.7 | CC(C)c1ccc(/C=N/n2c(-c3ccccc3)n[nH]c2=S)cc1
1.24 | -1.7 | O=C(O)COc1ccc2c(c1)OCCO2
-0.04 | 3.1 | CCOC(=O)c1ccc(NS(=O)(=O)c2cccc3nsnc23)cc1
-1.41 | 0.9 | CCN(c1ccccc1)S(=O)(=O)c1ccc(C(=O)NCC(c2cccs2)N(C)C)cc1 (stereo not given)
-0.26 | -1.6 | O=Cc1cccn1-c1ccccc1
nt | -1.2 | Nc1ccn([C@H]2CS[C@@H](CO)O2)c(=O)n1
1.56 | -3.0 | Cc1ccc(OCCn2nc3ccccc3n2)c(C)c1
0.94 | -0.2 | COc1ccc(CCNC(=O)CCS(=O)(=O)c2ccc3nc(C)sc3c2)cc1OC
1.21 | -0.6 | CCCCn1c(SCc2nc(N)nc(Nc3ccccc3C)n2)nc2ccccc2c1=O
0.67 | -0.7 | CCc1nnc(NC(=O)CN2CC(C)OC(C)C2)s1 (stereo not given)
0.09 | -1.6 | O=C(CN1CCN(C(=O)C2COc3ccccc3O2)CC1)Nc1ccc(F)cc1 (stereo not given)
0.22 | -1.1 | CCOC(=O)c1cccc(NC(=O)CCn2nc(C)c(S(=O)(=O)N3CCCCC3)c2C)c1
0.16 | -0.7 | CCN(CC)S(=O)(=O)c1cccc(-c2nnc(SCC(N)=O)n2N)c1
0.22 | -2.1 | CC(C)(C)NS(=O)(=O)c1ccc(NC(=O)NC2CCCCC2)cc1
-0.48 | 0.3 | COc1ccc(CNC(=O)C(C)N(Cc2ccccc2OC)C(=O)c2snc(C(N)=O)c2N)cc1 (stereo not given)
-0.41 | 5.1 | CN1CCN(C(=O)c2cc(-c3ccccc3)on2)CC1
0.5 | 0.2 | Cn1ncc2c(Nc3ccc(O)cc3)nc(Cl)nc21
nt | -0.7 | CCc1ccccc1-n1c(SCC(=O)c2c(N)n(C3CC3)c(=O)[nH]c2=O)nnc1N1CCOCC1
-1.16 | -0.1 | Cc1cccc(C)c1OCC(O)Cn1nnc2ccccc21 (stereo not given)
nt | -1.6 | CCOc1ccc(S(=O)(=O)N2CCCCC2)cc1NC(=O)CN1C(=O)NC(C)(C2CC2)C1=O (stereo not given)
0.18 | 0.1 | Cn1cc(/C=C(\NC(=O)c2ccccc2)C(=O)NCCCN2CCOCC2)c2ccccc21
0.5 | -0.7 | NNC(=O)c1ccc(COc2ccc3ccccc3c2)o1
nt | 0.1 | CC[C@H](C)[C@@H](C(=O)NCCCCCCCCCCC(=O)N1CCN(C(=O)OC(C)(C)C)CC1)n1cc(CCCCCNC(=O)OC(C)(C)C)nn1
-1.41 | 0.4 | CCCc1nc2cc3c(cc2[nH]1)n(C)c(=O)n3C
0.21 | -0.8 | CC(NC(=O)Cn1cc(C(F)(F)F)ccc1=O)c1ccc(F)cc1 (stereo not given)
0.09 | 0.7 | CCCCn1c(=N)c(S(=O)(=O)c2ccc(Br)cc2)cc2c(=O)n3cccc(C)c3nc21
-0.52 | -1.1 | Cc1ccc(N2CC(C(=O)OCC(=O)c3ccc(F)cc3)CC2=O)cc1 (stereo not given)

Four entries already listed, sorted by their value in STK33 inh, lowest first.
| canonical_smiles | STK33 inh |
| --- | --- |
| Cc1ccc(OCCn2nc3ccccc3n2)c(C)c1 | -3.0 |
| O=C(CN1CCN(C(=O)C2COc3ccccc3O2)CC1)Nc1ccc(F)cc1 (stereo not given) | -1.6 |
| O=S(=O)(NCC1CC1)c1cccc(S(=O)(=O)N2CCCC2)c1 | -0.2 |
| CN1CCN(C(=O)c2cc(-c3ccccc3)on2)CC1 | 5.1 |

(cont.)
Kir21 inh | STK33 inh | SMILES
0.85 | -1.5 | CCOC(=O)c1c(C)n(C)c2c(C)cc(O)c(OC(=O)CC)c12
-0.21 | -0.8 | C=C(C)CSc1nnc(-c2ccc(OC)c(OC)c2)n1N
-0.36 | -0.4 | CC(=O)N(C)c1ccc(NC(=O)C(F)(F)F)cc1
-1.02 | -0.9 | CCOC(=O)C1=C(N)Oc2cc(O)ccc2C1c1cccc([N+](=O)[O-])c1 (stereo not given)
1.53 | -1.1 | CCOC(=O)c1cn(CC)c2cc(F)c(F)cc2c1=O
0.05 | 0.3 | CCOC(=O)c1nn(-c2ccc3c(c2)OCCO3)cc1O
0.06 | nt | Cc1ccc(S(=O)(=O)N(CC(=O)c2ccccc2)C(=O)N2CCN(C)CC2)cc1
-0.27 | -1.0 | C[C@H]1CCC[C@]2(C)C[C@H]3OC(=O)C(CN4CCCCCC4)[C@H]3C=C12 (stereo not given in full)
-1.68 | -2.1 | O=C(CSc1c[nH]c2ccccc12)NC1CCCC1
-0.67 | -2.0 | O=C(Nc1cccc(O)c1)c1cnn2cccnc12
0 | -1.6 | Cn1c(/C=C/c2cccc(Br)c2)nc2ccccc2c1=O
0 | -0.7 | CC(=O)N1CCN(C(=O)CCN(c2ccccc2)S(=O)(=O)c2ccc(C)cc2)CC1
-0.24 | -0.6 | O=C(CCCC(=O)NCC1CCCO1)NCC1CCCO1 (stereo not given)
0.69 | -0.3 | Cc1nc2c(-c3ccccc3)cnn2c(N2CCOCC2)c1C
-0.19 | -3.2 | C[C@@H](CN1C2=NC[C@H](Cc3ccc(O)cc3)N2C[C@H]1Cc1ccc(O)cc1)NC(=O)CCC1CCCCC1
0.6 | -1.1 | COC(=O)CCC(=O)N1CCCC(CO)(Cc2ccccc2F)C1 (stereo not given)
0.13 | -0.8 | COCC(=O)N1CCN(c2cccc(Cl)c2)CC1
nt | -0.8 | COc1ccc(-c2ccc3c(c2)S(=O)(=O)c2cccc(C(=O)NC4CC4)c2C3=O)cc1OC
1.36 | 0.0 | CCOC(=O)CCSc1nc(-c2ccc3c(c2)OCO3)cc(C(F)(F)F)c1C#N
0.21 | -0.4 | CNC(=O)C1CC(=O)N(Cc2ccccc2)C(=Nc2ccc(OC)cc2)S1 (stereo not given)
-0.02 | -1.5 | Cc1nc2ccccn2c1P(=Nc1ccccc1)(N(C)C)N(C)C
0.01 | -0.6 | CCc1[nH]nc(C(=O)N2CCCC(CCC(=O)N3CCN(c4ccccn4)CC3)C2)c1C (stereo not given)
0.15 | 2.8 | CNc1c(NS(=O)(=O)c2cc(NC(C)=O)ccc2C)c(=O)oc2ccccc12
0.32 | 7.4 | O=c1[nH]c(CCl)nc2cc(-c3ccc(F)cc3)sc12
-1.6 | -0.3 | CCCC1CC(C)(C(=O)CSc2n[nH]c(-c3ccccc3)n2)OC1=O (stereo not given)
0.25 | -0.5 | CC(=O)C1=C(C)OC(N)=C(C#N)C1c1cc([N+](=O)[O-])ccc1Cl (stereo not given)
-0.74 | -1.2 | CCc1ccc2c(CC(=O)Nc3nnc(C4CC4)s3)coc2c1
-1.01 | -1.1 | O=C1CNC(=O)/C1=C/c1ccc(Br)cc1
0.21 | 0.5 | COc1cc(NC(=O)c2ccnnc2)cc(C(=O)Nc2cccc(C(F)(F)F)c2)c1
-0.66 | 0.5 | O=C(Nc1ccc(F)cc1)C(c1ccccc1)N1CCN(S(=O)(=O)c2ccccc2)CC1 (stereo not given)
-0.59 | -0.3 | COc1ccc(CN(C(=O)CN2C(=O)c3ccccc3S2(=O)=O)C(C(=O)NCC2CCCO2)c2ccco2)cc1 (stereo not given)
1.19 | -0.5 | CCOC(=O)c1ccc(N=c2scc(C)n2CC)cc1
-0.67 | 0.4 | O=C(O)c1ccccc1-c1nc2ccccc2c(=O)n1O
0.39 | -1.6 | CC/C=C/C(=O)N1CC2(CC(c3cccc(NC(=O)COc4ccc(Cl)cc4)c3)=NO2)C[C@H]1C(N)=O (stereo not given in full)
0.88 | -0.1 | Cc1ccccc1C(=O)Nc1cccc(-c2nnc(SCC(=O)O)n2C)c1
0.01 | -0.3 | O=C(CNS(=O)(=O)c1ccc(F)c(Cl)c1)NCCc1ccccc1
-1.86 | -0.7 | COc1ccc(CSCCc2n[nH]c(=S)n2-c2ccccc2)cc1C
-0.12 | -0.6 | O=C(Nc1ccc2nccnc2c1)c1cnccn1
nt | -3.3 | Cc1cc(NC(=O)CN2C(=O)NC(C)(c3ccc(Cl)cc3Cl)C2=O)no1 (stereo not given)
0.79 | -2.4 | C[C@H](NC(=O)c1cc2c(cn1)[nH]c1ccccc12)C(=O)O
2.51 | 0.1 | NC(=O)c1cc(-c2cccnc2)nc2ccc(Br)cc12
0.97 | -0.6 | CC(=O)c1c(N2CCOCC2)nc(=S)n(Cc2ccccc2)c1C
-0.64 | -1.4 | CCCCCC(=O)Nc1ccc(S(=O)(=O)Nc2nccnc2OC)cc1
0 | 0.0 | Cc1cc(=O)[nH]c(-c2ccccc2OC(F)(F)F)n1
-0.55 | -0.3 | O=C(CNCc1ccc(Cl)cc1)N1CCc2ccccc2C1
nt | 0.6 | O=C(NNC(=O)c1ccccc1F)c1ccc(Cl)c(S(=O)(=O)N2CCOCC2)c1
-0.24 | 1.0 | CCOC(=O)CN1C(=O)C(Sc2n[nH]c(-c3ccccc3)n2)CCc2ccccc21 (stereo not given)
0.16 | -1.2 | COc1ccc(NC(=O)c2cc3cc(C)ccc3n2C)c(OC)c1
0.53 | -1.6 | CCCN(CC(=O)Nc1ccc(OC)c(OC)c1)CC(=O)Nc1ccc(F)c(F)c1F
0.19 | -0.2 | COc1cccc(N(CC(=O)NC2CCCCCC2)S(=O)(=O)c2ccccc2)c1
1.67 | -2.8 | O=C(O)CN1C(=O)c2ccc(Oc3cccc4c3C(=O)N(CC(=O)O)C4=O)cc2C1=O
0.2 | -1.0 | N/C(=N\OC(=O)c1ccc2ccccc2c1)c1ccc(Br)cc1
-0.9 | 3.1 | Cc1c(C)c2cc(Cl)c(O)c(CN3CCCC(C)C3)c2oc1=O (stereo not given)
0.66 | -4.0 | O=C(OCc1c(F)cccc1Cl)c1cnccn1
-0.68 | 0.4 | CC(=O)Nc1ccc(S(=O)(=O)NCC(CCC(=O)O)C(F)(F)F)cc1 (stereo not given)
0.08 | 0.0 | COC(=O)COc1ccc(S(=O)(=O)N2CCc3ccccc3C2)cc1
0.81 | -0.3 | CCOC(=O)c1ccccc1N/C=C1\CCCCC1=O
0.7 | 0.0 | CCn1c2ccccc2c2cc(NC(=O)COC(=O)c3cc(S(=O)(=O)N4CCCCC4)ccc3Cl)ccc21
-1.35 | -0.2 | CC(C)N(C(=O)COC(=O)CNC(=O)c1ccc(Br)cc1)c1ccccc1
nt | -1.0 | O=C1CSC(c2ccc(Cl)c(Cl)c2)N1c1nccs1 (stereo not given)

(more compounds)
Kir21 inh | STK33 inh | SMILES
nt | 0.1 | CC(NC(=O)CN(C)CC(=O)Nc1ccc(Cl)cc1)c1ccc(F)cc1 (stereo not given)
0.67 | 1.7 | CCn1ccnc1CN1CCC(n2nccc2NC(=O)c2ccccc2OC)CC1
0.03 | -0.5 | O=C(O)C1=C[C@@H](c2csc3ccccc23)C[C@@H](OCc2ccc(CO)cc2)O1
-0.86 | -0.3 | COC(=O)C1=C(C)C(c2cccs2)NC(=O)N1C (stereo not given)
0.01 | 2.0 | O=C(CCS(=O)(=O)c1cccc2nonc12)NCCc1ccccc1Cl
-2.37 | -0.6 | COc1ccc(SC[C@H](Cc2ccccc2)N2CCN(CCc3ccccc3)CCC2=O)cc1
nt | -0.3 | CCC1(c2ccc(Cl)cc2)NC(=O)N(CC(=O)N2CCN(C(=O)c3ccco3)CC2)C1=O (stereo not given)
-0.34 | 0.0 | Cc1nnc(SCC(=O)N2CCOCC2)s1
0.87 | -0.8 | O=S(=O)(Nc1nc2ccccc2nc1NCc1ccco1)c1cccs1
nt | -1.1 | Cc1ccc(C)c(NC(=O)CN(C)C(=O)C2=NNC(=O)CC2)c1
-0.58 | -0.5 | CC(=O)Oc1ccc(-c2cccc(C(=O)NCCO)c2)cc1
-2.66 | -0.3 | COc1cc(NC(=O)CSc2nc(C3CC3)nc3ccccc23)cc(OC)c1
-1.73 | -2.2 | COc1ccc(N2CCN(C(=O)[C@@H](NC(=O)c3cc(OC)cc(OC)c3)C(C)C)CC2)cc1
1.09 | -0.3 | CN(/N=C/C=C/c1ccccc1)C1=NS(=O)(=O)c2ccccc21
-1.8 | 1.8 | O=C1c2cc(Cl)ccc2OC2(CCNCC2)C12CC(c1ccc(Cl)cc1)=NO2 (stereo not given)
1.26 | -2.2 | CC1C(=O)O[C@@H]2C[C@@H](C)[C@@H]3CCC(=O)[C@@]3(C)[C@@H](O)[C@H]12 (stereo not given in full)
-0.1 | 0.2 | COC(=O)c1sccc1NC(=O)c1cccc(OC)c1
0.01 | -1.1 | CN1CCN(c2ccc(CNS(=O)(=O)c3cccc(F)c3)cc2)CC1
-0.04 | 0.2 | Cc1ccc(/C(O)=C2/C(=O)C(=O)N(Cc3cccnc3)C2c2ccccn2)cc1 (stereo not given)
-0.23 | -0.2 | O=C(NNC(=O)c1ccncc1)NC1CCCCC1
nt | 0.3 | CC1CCC2(CC1)NC(=O)N(CC(=O)N1CC(C)CC(C)C1)C2=O (stereo not given)
-0.17 | nt | CC(=O)Nc1nc2c(c3c1c(=O)oc1ccccc13)CC(C)CC2 (stereo not given)

Reformatted as comma-separated lines: entries from further up
SMILES,Kir21 inh,STK33 inh
CN1CCN(C(=O)c2cc(-c3ccccc3)on2)CC1,-0.41,5.1
Cn1ncc2c(Nc3ccc(O)cc3)nc(Cl)nc21,0.5,0.2
CCc1ccccc1-n1c(SCC(=O)c2c(N)n(C3CC3)c(=O)[nH]c2=O)nnc1N1CCOCC1,nt,-0.7
Cc1cccc(C)c1OCC(O)Cn1nnc2ccccc21 (stereo not given),-1.16,-0.1
CCOc1ccc(S(=O)(=O)N2CCCCC2)cc1NC(=O)CN1C(=O)NC(C)(C2CC2)C1=O (stereo not given),nt,-1.6
